# Compound activity (PubChem)
# mABHD4 FP: inhibits mouse alpha/beta hydrolase domain 4 | Q8VD66 | purified mABHD4, FP-Rh probe fluorescence polarization | inhibition, % at 8.92 µM | 370,000 tested, 0.54% active | AID 720543;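 active = inhibition exceeding the mean over every tested compound plus 3 SD, cut at about 30% in these data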;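 note: 0% = plate median of compound wells and 100% = S159A mutant with DMSO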
#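 Assay system: wild-type mouse ABHD4 protein; compound: single nominal dose of 8.92 µM, 0.89% DMSO final; schedule: 45 min + 60 min at 25 °C; measured by: FP readout, ex 525 nm / em 598 nm; evaluation: % inhibition of FP-Rh probe binding versus controls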
# rCAG binder: binds r(CAG) RNA repeats; inhibition, % at 3 µM; AID 651821; 370,000 tested, 1.3% active; r(CAG) RNA repeat, TO-PRO-1 dye displacement fluorescence;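 active = inhibition above the plate cutoff, the mean of all test compounds on that plate plus 3 SD, cut at about 35% in these data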;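 note: 0% = DMSO alone and 100% = 100 µM mitoxantrone as full dye displacement; higher means more dye released from RNA so lower well fluorescence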
# HTRA1 inhibitor: HTRA1 (human) protease inhibition; Q92743; recombinant HTRA1, FP-rhodamine activity-based probe, fluorescence polarization; inhibition, % at 5.96 µM; 340,000 tested, 0.5% active; AID 504803; in the data active = inhibition above about 36%;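 note: 0% = enzyme with DMSO and 100% = wells lacking enzyme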
# SMARCA2 activ: increases SMARCA2 function in MMTV reporter cells; MG213 cells, MMTV-luciferase reporter, dexamethasone, overnight; activation, % at 9.1 µM; 370,000 tested, 1% active; AID 652017; in the data active = activation above about 7.8%;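 note: 0% = vehicle wells and 100% = reference activator wells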
# PG9 Ab binder: small molecules binding HIV-1 gp120 antibody PG9; TR-FRET gp120-PG9 antibody binding; inhibition, % at 6.7 µM; 360,000 tested, 0.43% active; in the data active = inhibition above about 8.5%
# GC-A act: GC-A (human) enzyme activation; P16066; activation, % at 10 µM; HEK293 GC-A cells, cGMP TR-FRET, EC30 ANP; 0% at EC30 ANP, 100% saturating ANP; 370,000 tested, 0.14% active; AID 1671463; in the data active = activation above about 40%
# Target sequence (P16066 whole entry, looked up): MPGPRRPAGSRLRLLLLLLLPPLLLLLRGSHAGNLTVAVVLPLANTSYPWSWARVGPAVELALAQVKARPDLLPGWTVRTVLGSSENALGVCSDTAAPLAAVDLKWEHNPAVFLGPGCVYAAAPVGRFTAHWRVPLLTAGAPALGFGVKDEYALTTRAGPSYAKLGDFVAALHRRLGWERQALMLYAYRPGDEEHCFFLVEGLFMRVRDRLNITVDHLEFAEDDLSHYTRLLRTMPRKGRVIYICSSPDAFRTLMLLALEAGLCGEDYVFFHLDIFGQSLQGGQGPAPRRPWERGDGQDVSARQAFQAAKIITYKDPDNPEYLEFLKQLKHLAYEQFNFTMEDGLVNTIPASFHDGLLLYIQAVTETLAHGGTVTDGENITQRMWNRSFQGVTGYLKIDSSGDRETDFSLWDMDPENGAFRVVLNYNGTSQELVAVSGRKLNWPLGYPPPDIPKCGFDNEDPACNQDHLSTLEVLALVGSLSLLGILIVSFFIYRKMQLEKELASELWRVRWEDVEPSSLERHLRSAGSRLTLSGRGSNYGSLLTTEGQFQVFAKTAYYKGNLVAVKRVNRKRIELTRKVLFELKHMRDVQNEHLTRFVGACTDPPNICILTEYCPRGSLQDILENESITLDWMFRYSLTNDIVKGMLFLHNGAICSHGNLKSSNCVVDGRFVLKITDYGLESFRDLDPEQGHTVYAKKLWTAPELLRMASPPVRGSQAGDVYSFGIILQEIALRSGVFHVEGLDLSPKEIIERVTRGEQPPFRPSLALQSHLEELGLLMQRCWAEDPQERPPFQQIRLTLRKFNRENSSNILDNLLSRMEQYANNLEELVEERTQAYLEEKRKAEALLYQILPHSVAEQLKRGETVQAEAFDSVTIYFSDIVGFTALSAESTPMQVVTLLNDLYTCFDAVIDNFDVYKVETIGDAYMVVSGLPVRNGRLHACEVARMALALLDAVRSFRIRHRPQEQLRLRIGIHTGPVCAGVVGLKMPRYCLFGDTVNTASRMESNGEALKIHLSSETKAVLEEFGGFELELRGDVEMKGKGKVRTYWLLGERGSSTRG
# ASAP1 GAP inh: blocks human ASAP1-stimulated Arf1 GTP hydrolysis; Q9ULH1; GDP FP detection; inhibition, % at 16.5 µM; 360,000 tested, 0.19% active; in the data active = inhibition above about 25%;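 note: 0% = vehicle with enzyme and substrate and 100% = no enzyme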
# NPR2 activator: GC-B (human) receptor activation. HEK293-GC-B cells, CNP EC30, cGMP TR-FRET; 0% at EC30 CNP, 100% saturating CNP. activation, % at 10 µM. 370,000 tested, 0.11% active. AID 1920062;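 active = activation at 10 µM reaching about 35% in either raw or pattern-adjusted values, limit read from the data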
# ARFGAP1 inh: inhibitors of rat ARFGAP1. 360,000 tested, 0.26% active. Arfgap1-stimulated ARF1 GTP hydrolysis, GDP FP detection. inhibition, % at 16.5 µM. Q62848;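 active = inhibition above a per-plate limit, mean inhibition of low control wells plus 3 SD, cut at about 25% in these data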;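 note: 0% = DMSO wells with enzyme and 100% = wells lacking Arfgap1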
#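 system = rat Arfgap1 catalytic domain, aa 1-136 | technique = FP, GDP Alexa 633 tracer displaced from anti-GDP antibody, 620/688 nm | compound = one concentration, 16.5 µM, DMSO 1.26% | medium = HEPES-based buffer, pH 7.5 | timing = compound-enzyme preincubation 20 min, reaction 120 min, detection 60 min, 25 °C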
# Rev-erbA mod: modulators of human Rev-erb alpha DNA binding; P20393; Rev-erbα–FITC-DNA binding, fluorescence polarization, 90 min; activity, % at 10 µM; 370,000 tested, 0.79% active;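 active = activity above about 14%, limit read from the data; passing the limit was not always enough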;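 note: 0% = DMSO wells with 35 nM protein and 100% = DMSO wells with 750 nM protein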
# Starred values were filed as active, the others as inactive; · = not tested or not shown. Compounds as they come; overall some 4.4% were active at least once.
1. CC1CN=C(c2ccccc2)O1 (configuration not stated)
2. CSc1cccc(NC(=O)CNC(=O)c2ccc3c(c2)OCO3)c1
3. C=CCNc1nc(-c2ccc(Cl)cc2)cs1
4. CNc1nc(N)c(C(=O)C(C)(C)C)s1
5. O=C(CCCOc1ccccc1)Nc1nc2ccccc2[nH]1
6. COc1ccccc1NC(=O)CSC1=NCCN1
7. O=C(NC(=S)Nc1ccccc1[N+](=O)[O-])c1ccccc1Cl
8. C/C(Cc1ccccc1)=N\NC(=O)CCCCCC(=O)N/N=C(\C)Cc1ccccc1

Assay by compound,1,2,3,4,5,6,7,8
mABHD4 FP,2,0,3,2,-5,0,-8,-3
rCAG binder,2,2,2,-4,1,1,0,0
HTRA1 inhibitor,-2,-1,-3,-6,11,2,1,-15
SMARCA2 activ,1,-1,3,4,-1,6,3,-4
PG9 Ab binder,-1.4,-1.1,-2.4,-0.7,-3.7,-2.8,-1.8,-0.3
GC-A act,2,1,12,8,2,4,5,1
ASAP1 GAP inh,6,-17,4,-2,-5,12,1,6
NPR2 activator,-2,-2,-2,-3,-2,4,6,1
ARFGAP1 inh,3,-7,3,-15,8,7,7,0
Rev-erbA mod,0,-2,-1,-5,-1,-4,-5,-7

# Some of the entries so far, with two lines to a compound.
# The line under a structure holds: mABHD4 FP | rCAG binder | HTRA1 inhibitor | SMARCA2 activ | PG9 Ab binder | GC-A act | ASAP1 GAP inh | NPR2 activator | ARFGAP1 inh | Rev-erbA mod
5: O=C(CCCOc1ccccc1)Nc1nc2ccccc2[nH]1
    -5 | 1 | 11 | -1 | -3.7 | 2 | -5 | -2 | 8 | -1
6: COc1ccccc1NC(=O)CSC1=NCCN1
    0 | 1 | 2 | 6 | -2.8 | 4 | 12 | 4 | 7 | -4
7: O=C(NC(=S)Nc1ccccc1[N+](=O)[O-])c1ccccc1Cl
    -8 | 0 | 1 | 3 | -1.8 | 5 | 1 | 6 | 7 | -5

# Remaining list, next part.
9. CN1C(=O)c2oc3ccccc3c(=O)c2C1c1ccccn1 (configuration not stated)
10. COc1cccc(Nc2cc(N3CCOCC3)c3nonc3c2[N+](=O)[O-])c1
11. CC1(C)C2CCC1(CS(=O)(=O)N1CCN(c3ccc(F)cc3)CC1)C(=O)C2 (configuration not stated)
12. CCCCN1C[C@@H](COCc2ccccc2)Oc2cc(F)ccc2S1(=O)=O
13. Cc1cccnc1NC(=O)CSc1nnc(COc2ccc(C(C)C)cc2)n1C
14. Nc1nc2ccc(C(=O)NC3CCCCC3)cc2s1
15. COC(=O)CN(c1cccc(C(C)=O)c1)S(C)(=O)=O
16. COc1cc(CN2CCN(c3cc(C)ccc3C)CC2)cc([N+](=O)[O-])c1O

Assay by compound,9,10,11,12,13,14,15,16
mABHD4 FP,4,2,3,-7,3,1,-4,7
rCAG binder,5,4,-6,1,1,1,4,8
HTRA1 inhibitor,8,-9,-6,·,1,1,0,·
SMARCA2 activ,1,0,-3,-1,-1,1,7,1
PG9 Ab binder,0.1,1.7,-2.3,·,-1.4,0.8,-1.4,-1.1
GC-A act,0,14,-5,-2,2,5,1,0
ASAP1 GAP inh,-2,-4,-4,·,4,-10,-10,10
NPR2 activator,4,16,2,10,-1,-8,0,-7
ARFGAP1 inh,-1,-2,-3,·,1,-9,4,6
Rev-erbA mod,0,11,2,-2,-2,5,5,9

17. CCCS(=O)(=O)N1CCCC(C(=O)NCCCOC(C)C)C1 (configuration not stated)
18. CS(=O)(=O)c1ccc(NC(=O)CN2C(=O)C3CCCCC3C2=O)cc1 (configuration not stated)
19. O=C(N[C@@H](Cc1ccccc1)C(=O)O)c1cccnc1
20. O=C(C=Cc1ccccc1)c1ccc([N+](=O)[O-])cc1
21. CCOc1ccc(C2=Nn3c(nnc3-c3ccc(OC)cc3)SC2)cc1
22. Cc1cccc(NC(=O)CSCC(=O)Nc2ccc(S(=O)(=O)N3CCOCC3)cc2)c1
23. COc1cc(C)nc(Oc2ccc(OCc3ccccc3)nn2)n1
24. COc1ccc(NC(=O)COC(=O)C2=COCCO2)cc1OC

Assay by compound,17,18,19,20,21,22,23,24
mABHD4 FP,-10,-2,4,5,-20,0,-3,-4
rCAG binder,8,-1,3,3,-2,7,-3,2
HTRA1 inhibitor,-3,2,-5,-10,-43,-2,0,4
SMARCA2 activ,1,0,-1,-1,3,2,1,-6
PG9 Ab binder,1.0,-1.6,-0.5,-0.3,-1.5,0.2,-2.0,0.5
GC-A act,-2,3,1,10,-8,-1,-2,2
ASAP1 GAP inh,3,-8,10,-13,-1,6,12,7
NPR2 activator,2,5,-5,-4,-3,-2,6,3
ARFGAP1 inh,3,13,-13,-11,3,4,8,-4
Rev-erbA mod,-4,1,1,7,-1,-3,-2,4

25. COc1cc(/C=C/C(=O)c2ccc(C)c([N+](=O)[O-])c2)cc(OC)c1O
26. Cc1ccsc1/C=N/NC(=S)NCc1ccccc1
27. COC1OC(COC(=O)CNC(=O)OC(C)(C)C)C(O)C(O)C1O (configuration not stated)
28. Cc1ccc(C(=O)CCNc2ccccc2)o1
29. CN(Cc1ccccc1)N=Nc1ccccc1
30. CCc1ccc(CN(C)CC(=O)Nc2ccc(S(=O)(=O)N3CCOCC3)cc2)cc1
31. CN(C(=O)CC1C(=O)NCCN1Cc1ccc2ccccc2c1)C1CCOCC1 (configuration not stated)
32. COc1ccc(NC(=O)CCNC(=O)c2ccco2)cc1Cl

Assay by compound,25,26,27,28,29,30,31,32
mABHD4 FP,19,6,-4,8,1,-1,0,2
rCAG binder,14,0,1,2,-1,0,-3,1
HTRA1 inhibitor,4,-8,4,4,-9,-5,0,-2
SMARCA2 activ,-3,0,-3,4,-4,-3,-2,-2
PG9 Ab binder,-2.5,-1.1,2.5,-2.6,1.2,-1.2,-0.4,-1.4
GC-A act,1,0,3,-3,7,0,2,-1
ASAP1 GAP inh,12,-6,12,0,-18,2,3,9
NPR2 activator,-2,3,0,-6,-5,4,3,3
ARFGAP1 inh,-3,2,10,1,6,-9,-8,12
Rev-erbA mod,1,-6,-3,1,1,-5,1,0

# Just ARFGAP1 inh and HTRA1 inhibitor, for four of the compounds above:
no.	Structure	ARFGAP1 inh	HTRA1 inhibitor
27	COC1OC(COC(=O)CNC(=O)OC(C)(C)C)C(O)C(O)C1O (configuration not stated)	10	4
28	Cc1ccc(C(=O)CCNc2ccccc2)o1	1	4
29	CN(Cc1ccccc1)N=Nc1ccccc1	6	-9
30	CCc1ccc(CN(C)CC(=O)Nc2ccc(S(=O)(=O)N3CCOCC3)cc2)cc1	-9	-5

# Next section:
33. CCOC(=O)C1CCN(C(=O)C2c3ccccc3C(=O)N(C)C2c2ccc(OC)cc2)CC1 (configuration not stated)
34. Cc1ccc2nc(/C(C#N)=C/c3cn[nH]c3-c3ccc(F)cc3)[nH]c2c1
35. CCn1nnnc1SCC(=O)Nc1ccc(OCc2ccccc2)cc1
36. Cc1ccc(-c2nn(-c3ccccc3)cc2CN(Cc2ccccc2)C(=O)c2ccco2)o1
37. COc1ccccc1CNC(=O)COC(=O)CSc1ccc(Cl)cc1
38. CN(C)c1nc(SCc2ccc(Cl)cc2)nc2c1CCCC2
39. CCOc1ccc(S(=O)(=O)Nc2cnc3ccccc3c2)cc1
40. COC(=O)[C@@]12CCCN1[C@H](c1ccc(-c3ccccc3)cc1)[C@@H]1C(=O)N(C)C(=O)[C@@H]12

Assay by compound,33,34,35,36,37,38,39,40
mABHD4 FP,-2,-53,-1,-9,-1,-2,0,-9
rCAG binder,0,10,-3,6,-3,2,9,-3
HTRA1 inhibitor,6,-61,-4,-54,1,-11,2,-9
SMARCA2 activ,2,3,-3,-3,0,-1,-5,1
PG9 Ab binder,-0.4,0.8,0.7,-1.1,-0.6,-0.4,2.6,-1.6
GC-A act,0,5,-6,7,2,-3,1,-2
ASAP1 GAP inh,3,2,12,4,0,6,-10,-1
NPR2 activator,10,-9,-1,19,0,-1,4,2
ARFGAP1 inh,12,1,-4,11,10,4,-12,5
Rev-erbA mod,0,2,-5,-2,4,5,-9,1

# Profiles as entered above. Order of values: mABHD4 FP	rCAG binder	HTRA1 inhibitor	SMARCA2 activ	PG9 Ab binder	GC-A act	ASAP1 GAP inh	NPR2 activator	ARFGAP1 inh	Rev-erbA mod
# `CCOc1ccc(S(=O)(=O)Nc2cnc3ccccc3c2)cc1` as listed: 0	9	2	-5	2.6	1	-10	4	-12	-9
# `CCOC(=O)C1CCN(C(=O)C2c3ccccc3C(=O)N(C)C2c2ccc(OC)cc2)CC1` (configuration not stated) as listed: -2	0	6	2	-0.4	0	3	10	12	0

# Following part
41. Cc1cn(-c2ccc(Br)cc2)[nH]c1=O
42. Nc1ccc(S(=O)(=O)C(F)(F)F)cc1N
43. O=C(NC(Cc1ccccc1)C(=O)NCCc1ccccn1)c1cccs1 (configuration not stated)
44. C(=N\N1CCN(C2c3ccccc3-c3ccccc32)CC1)/c1cccnc1
45. CN1CCc2nc(SCC(=O)Nc3ccc(OC(F)(F)F)cc3)c(C#N)c(-c3cccs3)c2C1
46. COc1ccc(OC)c2sc(N(CCN(C)C)C(=O)/C=C/c3cccs3)nc12
47. COc1ccc(CNC(=O)COC(=O)c2c(C)nn(-c3ccccc3)c2C)cc1OC
48. Cc1ccc(NC(=O)C(NC2CCCC2)c2ccccc2)cc1Cl (configuration not stated)

Assay by compound,41,42,43,44,45,46,47,48
mABHD4 FP,1,-4,-2,2,-10,3,7,-4
rCAG binder,0,4,-3,0,21,1,-4,-5
HTRA1 inhibitor,-1,-8,0,-19,-3,1,1,-26
SMARCA2 activ,3,0,-1,1,5,15*,-3,0
PG9 Ab binder,10.0*,0.7,-0.7,-0.2,0.9,-3.4,0.5,0.4
GC-A act,14,6,-4,-2,-6,8,-2,-8
ASAP1 GAP inh,7,5,-13,-12,15,4,7,1
NPR2 activator,-2,1,2,-1,0,-6,-2,-6
ARFGAP1 inh,15,6,5,-14,9,-12,6,-1
Rev-erbA mod,-3,-1,3,-1,4,-3,4,-2

49. COc1ccccc1CNC(=O)CSc1ccccc1
50. Cc1cc2ncn(C(=O)c3cc(-c4ccccc4)nc4ccccc34)c2cc1C
51. CCOc1ccc(-c2cc(C(=O)N/N=C/c3cccnc3)c3ccccc3n2)cc1
52. CC(C)CCNC(=O)Cn1c2c(c(-c3ccccc3Cl)cc1=O)CCC2
53. Cc1ccc(CN2CCNC(=O)C2CC(=O)NCc2csc(C(C)C)n2)cc1 (configuration not stated)
54. CCOC(=O)c1sc(NC(=O)C(CC)Sc2nc3ccccc3[nH]2)nc1C (configuration not stated)
55. O=S(=O)(NCCCN1CCOCC1)c1ccc(Cl)cc1
56. COc1ccc(/C=N/OCC(=O)N=Nc2c(O)[nH]c3ccc(Br)cc23)cc1OC

Assay by compound,49,50,51,52,53,54,55,56
mABHD4 FP,-1,1,-27,-2,2,-8,2,-8
rCAG binder,-2,-1,9,2,-3,3,-2,14
HTRA1 inhibitor,-1,-5,-47,-1,-3,-18,-2,0
SMARCA2 activ,5,4,4,0,-1,0,1,1
PG9 Ab binder,-1.5,0.8,-0.3,1.6,-3.1,-1.4,-1.5,-2.1
GC-A act,-4,3,-3,0,0,5,2,6
ASAP1 GAP inh,-10,-4,-4,1,12,4,-6,9
NPR2 activator,2,1,-1,3,1,-10,4,-4
ARFGAP1 inh,-1,-5,14,4,-8,9,-2,15
Rev-erbA mod,1,1,1,0,-1,3,5,1
